mIAP act = activators of mouse IAP, primary screen, biochemical, luminescence, uHTS. intestinal alkaline phosphatase [Mus musculus]. muIAP, CDP-Star luminescence, 30 min; hits give high values; 1 = vehicle-only enzyme signal, 0 = enzyme-free wells. activation factor at 10 µM. 330,000 compounds, 0.24% hits;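 active means activation factor of at least 2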; further: the source names both 10 and 20 µM as test concentration; values of inactives mirror those of a sister screen read the other way
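System: Mouse IAP enzyme | Also added: CDP-Star substrate | Dosing: Compounds dispensed in DMSO | Schedule: 30 min enzyme-substrate-compound incubation at room temperature | Technique: Chemiluminescence readout | Control set: DMSO-only wells and no-enzyme negative control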
mIAP block = inhibitors of mouse IAP, primary screen, biochemical, luminescence, uHTS. 330,000 compounds, 0.2% hits. inhibition, % at 10 µM. AID 2806, 2010. intestinal alkaline phosphatase [Mus musculus]. purified mouse IAP, CDP-Star luminescence, 30 min;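 active means inhibition of at least 40% at 10 µM in the primary screen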;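 further: plate controls were DMSO with enzyme for no effect and no enzyme wells for full effect; values of inactives mirror those of a sister screen read the other way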
MIN6 prolif = inducers of MIN6 beta-cell proliferation, primary screen, ATP luminescence, uHTS | MIN6 cells proliferation, ATPlite luminescence, 48 h; cells starved in 0.2% serum; 100% = growth in 10% serum | proliferation, % at 10 µM | 330,000 compounds, 0.29% hits | AID 2380, 2010;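 active means compounds whose signal lies at least 3.5 SD above the mean of all wells on their plate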;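 further: 0% = DMSO-treated cells in low-serum medium and 100% = 10% serum control; some compounds called inactive have numbers as strong as hits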
TIM10 inh = growth inhibitors of isogenic TIM10 control yeast, primary screen, counter-screen for tim10-1 yeast inhibitor project, luminescence, uHTS. 330,000 compounds, 1.4% hits. inhibition, % at 10 µM. S. cerevisiae TIM10 strain growth, BacTiter-Glo luminescence, 24 h;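 active means inhibition of 40% or more at the single tested concentration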;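 further: wild-type TIM10 isogenic control strain grown at permissive 25 °C; 0% = DMSO yeast wells and 100% = minimal medium wells without yeast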
A3A deaminase = APOBEC3A ssDNA deaminase inhibitors, primary screen, selectivity assay for APOBEC3G inhibitor project, biochemical, FAM/TAMRA oligo cleavage fluorescence; 330,000 compounds, 0.41% hits; recombinant A3A, FAM/TAMRA ssDNA deamination fluorescence; inhibition, % at 20 µM;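 active means at least 40% inhibition at 20 µM here, with at most 30% in a related deaminase screen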;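 further: plate controls were A3A with DMSO for no effect and wells lacking A3A enzyme for full effect; some results filed as inactive read as strong as hits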
hIAP inh = human IAP inhibitors, primary screen, biochemical, luminescence, uHTS; AID 2544, 2010; purified IAP, CDP-Star luminescence, 30 min; Intestinal-type alkaline phosphatase (Homo sapiens), P09923; 330,000 compounds, 0.12% hits; inhibition, % at 10 µM;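 active means inhibition reaching a set limit with compound at 10 µM in the primary screen, cut at about 35% in these data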;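 further: plate controls were DMSO wells with enzyme for no effect and no-enzyme buffer wells for full effect; values of inactives mirror those of a sister screen read the other way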
Target sequence (P09923 whole entry, looked up): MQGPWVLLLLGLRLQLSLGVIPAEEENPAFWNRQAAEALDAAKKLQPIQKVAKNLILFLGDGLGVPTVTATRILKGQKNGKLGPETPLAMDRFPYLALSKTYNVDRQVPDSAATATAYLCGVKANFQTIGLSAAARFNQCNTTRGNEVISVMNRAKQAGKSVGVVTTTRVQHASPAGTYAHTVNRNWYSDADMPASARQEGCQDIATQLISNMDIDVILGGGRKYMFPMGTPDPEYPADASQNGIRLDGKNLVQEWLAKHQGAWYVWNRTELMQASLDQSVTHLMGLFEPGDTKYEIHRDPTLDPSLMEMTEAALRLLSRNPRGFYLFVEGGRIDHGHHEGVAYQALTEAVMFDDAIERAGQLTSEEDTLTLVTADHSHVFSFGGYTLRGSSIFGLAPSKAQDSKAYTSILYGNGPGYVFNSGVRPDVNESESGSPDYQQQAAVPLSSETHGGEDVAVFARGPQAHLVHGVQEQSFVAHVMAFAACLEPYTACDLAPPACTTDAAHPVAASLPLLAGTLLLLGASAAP
tim10-1 inh = growth inhibitors of tim10-1 mutant yeast, primary screen, luminescence, uHTS; S. cerevisiae tim10-1 ts strain growth, BacTiter-Glo, 24 h; inhibition, % at 20 µM; 330,000 compounds, 2.2% hits; AID 463190, 2010;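 active means inhibition of at least 40%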;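 further: mutant grown at 25 °C; 0% = DMSO wells with yeast and 100% = wells holding no yeast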
A3G deaminase = APOBEC3G DNA deaminase inhibitors, primary screen, biochemical, fluorescence, single-stranded DNA substrate, uHTS; AID 493012, 2011; recombinant A3G, ssDNA deamination FAM/TAMRA fluorescence; 330,000 compounds, 0.28% hits; DNA dC->dU-editing enzyme APOBEC-3G (Homo sapiens), Q9HC16; inhibition, % at 20 µM;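 active means inhibition of at least 40% at 20 µM, with no more than 30% in the related APOBEC3A deaminase screen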;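 further: plate controls were DMSO wells with A3G for no effect and wells lacking A3G enzyme for full effect; some compounds called inactive have numbers as strong as hits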
Target sequence (Q9HC16 whole entry, looked up): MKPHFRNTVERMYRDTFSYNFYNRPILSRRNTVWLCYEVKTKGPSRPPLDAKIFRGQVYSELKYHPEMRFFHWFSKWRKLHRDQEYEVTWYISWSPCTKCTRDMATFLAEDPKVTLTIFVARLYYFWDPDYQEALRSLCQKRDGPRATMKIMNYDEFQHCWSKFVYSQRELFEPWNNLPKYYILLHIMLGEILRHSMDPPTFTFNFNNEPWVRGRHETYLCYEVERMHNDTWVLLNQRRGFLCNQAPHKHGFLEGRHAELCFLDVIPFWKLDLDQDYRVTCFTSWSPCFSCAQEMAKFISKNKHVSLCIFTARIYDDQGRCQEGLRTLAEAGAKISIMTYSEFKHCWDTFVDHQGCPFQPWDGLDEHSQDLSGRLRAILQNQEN
NALP3 yeast inh = NALP3 inflammasome inhibitors in reconstituted yeast, primary screen, luminescence, uHTS | inhibition, % at 10 µM | Yeast reconstituted NLRP3/ASC/caspase-1, beta-gal luminescence, 24 h | 330,000 compounds, 0.39% hits;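 active means inhibition of 50% or more; inactive means inhibition below 50%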;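 further: plate controls were induced DMSO wells for no effect and uninduced yeast grown without galactose for full effect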
An asterisk follows results filed as active; . = no result given.

mol	mIAP act	mIAP block	MIN6 prolif	TIM10 inh	A3A deaminase	hIAP inh	tim10-1 inh	A3G deaminase	NALP3 yeast inh
CC(C)CNC(CC(=O)O)c1ccccc1 (stereo not drawn)	1.06	-6.0	-1.1	-17.5	-0.5	0.9	6.3	-4.1	1.3
CCc1nn2cc(-c3ccccc3)nc2s1	1.06	-5.9	-5.0	9.9	1.4	-4.9	24.6	1.0	28.6
Oc1ccc(-c2nc3ccccn3c2NCc2ccco2)cc1	1.01	-1.4	-3.4	15.9	5.6	-27.8	18.0	-1.3	13.0
Cc1cccc(NC(=O)CCN2CC(C)OC(C)C2)c1 (stereo not drawn)	0.991	0.9	-3.2	4.1	-2.3	16.4	0.7	-7.9	14.2
Cc1ccsc1CN(C)C(=O)c1cc(S(=O)(=O)N2CCOCC2)ccc1N1CCCC1	0.979	2.1	-1.6	11.5	-0.5	0.6	-4.0	-3.5	11.8
Cc1c(C(=O)Nc2c(N)nc(SCC(=O)NCC3CCCO3)[nH]c2=O)cccc1[N+](=O)[O-] (stereo not drawn)	1.04	-4.4	8.5	5.1	-3.4	19.7	9.9	-7.4	14.8
CCNC(=S)N1CCn2cccc2C1c1ccc(F)cc1 (stereo not drawn)	0.868	13.2	-1.7	14.9	0.4	-8.2	22.2	-11.2	-7.5
Cc1nn(C)cc1CN1CCC(n2nccc2NC(=O)CCCc2ccccc2)CC1	1.24	-24.2	0.6	3.6	-2.2	-10.6	-17.2	-5.6	2.1
CC1=[N+](C)N(c2ccccc2)C(=O)C1N=Cc1ccccc1Cl (stereo not drawn)	0.979	2.1	-1.6	2.5	-4.8	-20.8	3.6	-7.2	-0.2
FC(F)C(F)(F)c1cc(-c2ccc(Cl)cc2)n[nH]1	1.08	-7.9	-3.3	21.9	-1.1	-10.3	51.5*	-4.6	17.3
CN(C)c1ccc(C(=O)Nc2cccc(S(=O)(=O)N3CCCC3)c2)cc1	1.13	-13.2	-3.4	0.8	-7.2	4.7	8.8	-7.9	-5.4
COCCN(Cc1ccccc1)C(=O)c1ccc2c(c1)NC(=O)CS2	0.958	4.2	-2.1	2.9	-3.4	4.8	10.1	-4.1	2.9
CCOC(=O)c1cccc(NC(=O)CCc2nc(-c3ccc(C)cc3)no2)c1	1.09	-9.3	-0.8	-16.4	-0.7	20.8	-22.6	-2.5	24.3
Cc1sc2nc(CN3CCOCC3)nc(N3CCN(S(=O)(=O)c4ccccc4)CC3)c2c1C	0.95	5.0	-2.8	1.3	-2.0	-10.1	14.8	-5.8	14.1
CCOC(=O)C1=CNS(=O)(=O)NC1c1ccc(Br)cc1F (stereo not drawn)	1.05	-4.9	.	-7.5	-3.3	.	14.2	-2.5	.
Cc1ccc(S(=O)(=O)N2[C@@H](c3ccccc3F)C(C(=O)O)=CC[C@H]2c2ccc(C(C)C)cc2)cc1	0.971	2.9	-3.5	0.5	1.9	1.5	25.9	-4.8	10.6
NS(=O)(=O)c1cnccc1Nc1cccc(Br)c1	0.996	0.4	-3.0	16.2	-1.5	-10.3	17.9	-6.4	4.7
C/C(=N\NC(=O)Cc1c[nH]c2ccccc12)c1ccc2ccccc2c1	1.11	-11.4	-3.5	32.7	0.0	3.1	22.8	-3.3	9.4
CC(=O)c1cccc(NC(=O)N2C3CCCC2CC(NC(=O)C2CC2)C3)c1 (stereo not drawn)	0.979	2.1	0.0	-10.4	-1.5	-5.6	-5.5	-7.6	9.6
COc1ccc(OCC(O)CN2CC(C)OC(C)C2)cc1 (stereo not drawn)	1.03	-2.9	-1.1	-4.5	-4.5	-11.6	1.8	2.7	24.7
CN=c1sc(C(=O)Nc2cccc(Cl)c2)cc(=O)n1C	0.74	26.0	-2.1	2.3	-2.9	6.9	39.2	14.3	28.2
COc1cc2ccccc2cc1C(=O)Nc1ccc(S(=O)(=O)Nc2cc(C)on2)cc1	0.944	5.6	-0.8	16.0	7.4	-8.6	13.4	-0.7	0.3
CC1(C(=O)OCC(=O)Nc2nc(-c3ccc(F)c(F)c3)cs2)CC1(Cl)Cl (stereo not drawn)	1.06	-6.2	-6.9	30.3	1.0	-5.7	0.5	-1.3	40.6
O=C(Nc1cccc(C(=O)N2CCCCCC2)c1)c1ccco1	0.944	5.6	0.5	19.1	-1.9	-27.6	23.1	-10.0	4.9
CC(C)NC(=O)NC(=O)COC(=O)c1ccccc1F	0.98	2.0	0.1	10.2	0.9	1.4	-6.3	-5.7	-0.1
Cc1nn(Cc2ccccc2Cl)c(C)c1C(=O)N1CCN(c2ccccc2)CC1	1	-0.2	-2.8	18.6	-0.9	-11.9	27.8	-7.9	1.4
O=C(COC(=O)c1cc(Br)ccc1O)NC12CC3CC(CC(C3)C1)C2	1.04	-4.4	-3.7	2.3	-1.8	3.7	-2.8	-4.1	-6.7
CC1(C)CC(=O)C2=C(C1)N(Cc1ccccc1)C(=O)C2(NC(=O)C(C)(C)C)C(F)(F)F (stereo not drawn)	1.02	-2.5	-1.6	15.4	-7.9	-30.5	16.7	-4.9	10.6
O=C(Nc1ccc(Cl)c(Cl)c1)N1N=CCC1c1ccccc1 (stereo not drawn)	0.94	6.0	-3.0	32.8	-2.6	-15.4	56.4*	-3.9	7.8
Cn1cc(S(=O)(=O)NC2CCCCC2)c(=O)n(C)c1=O	1.06	-6.5	-3.6	-13.2	-0.6	1.1	-17.9	-3.5	7.3

Of the compounds above, 3 contain bromine:
mol	mIAP act	mIAP block	MIN6 prolif	TIM10 inh	A3A deaminase	hIAP inh	tim10-1 inh	A3G deaminase	NALP3 yeast inh
CCOC(=O)C1=CNS(=O)(=O)NC1c1ccc(Br)cc1F (stereo not drawn)	1.05	-4.9	.	-7.5	-3.3	.	14.2	-2.5	.
NS(=O)(=O)c1cnccc1Nc1cccc(Br)c1	0.996	0.4	-3.0	16.2	-1.5	-10.3	17.9	-6.4	4.7
O=C(COC(=O)c1cc(Br)ccc1O)NC12CC3CC(CC(C3)C1)C2	1.04	-4.4	-3.7	2.3	-1.8	3.7	-2.8	-4.1	-6.7

(list continues)
mol	mIAP act	mIAP block	MIN6 prolif	TIM10 inh	A3A deaminase	hIAP inh	tim10-1 inh	A3G deaminase	NALP3 yeast inh
Fc1ccccc1CSc1nc2ccccc2[nH]1	1.2	-19.9	-2.9	-1.0	-5.4	5.0	6.0	-9.0	34.9
CC(=O)Nc1ccc(C(=O)Nc2ccc3c(c2)OCCO3)cc1	0.994	0.6	-0.1	1.2	-3.3	7.6	4.4	-9.5	16.7
COC(=O)CCC(=O)c1ccc(OC)c(Cl)c1	0.918	8.2	4.1	-20.2	0.4	6.6	-36.9	-3.5	10.3
c1ccc2ncc(-n3cnnn3)cc2c1	0.976	2.4	-0.7	7.0	6.9	-5.9	11.4	-0.4	-3.7
O=c1c2ccccc2nc(-c2ccco2)n1CCc1ccc(O)cc1	0.963	3.7	-4.0	-29.3	0.1	-3.4	-22.4	-7.6	18.4
C/C=C/c1ccc(OCCCCN(C)Cc2ccccc2)c(OC)c1	0.985	1.5	-2.4	5.9	-1.8	-12.3	17.4	-3.8	18.8
Cc1cc(C)nc(SCC(=O)NCc2ccco2)n1	0.947	5.3	-0.6	-10.7	1.5	-0.8	-6.8	-6.5	7.1
CCOC(=O)N/N=C/C=C/c1ccccc1[N+](=O)[O-]	0.964	3.6	-3.9	-12.3	-1.3	-4.9	29.8	-9.0	27.1
CCN(CC)c1ccc(C(=O)OCC(=O)Nc2ccccc2-c2ccccc2)cc1	0.941	5.9	-6.0	20.5	-0.2	4.5	24.1	-5.9	14.2
CC(C)(C)CC(=O)NCc1cccs1	0.973	2.7	2.5	-0.1	2.5	-19.1	-1.2	0.2	5.4
CCN(CC)C(=O)[C@H]1CC(CC(=O)NCCN2CCOCC2)C(=O)N2CCc3c([nH]c4ccc(OC)cc34)[C@]12C (stereo partly drawn)	1.11	-4.3	.	-9.7	0.2	.	-2.8	-0.2	.
Cc1ccc(N(CC(=O)Nc2ccccc2-c2ccccc2)S(=O)(=O)c2ccccc2)c(C)c1	1.06	-5.7	-5.6	10.6	0.6	1.6	25.2	-1.1	16.0
COc1ccc(CNC(=O)COC(=O)[C@@H]2CCCN2C(=O)c2cccs2)cc1	1.05	-5.0	-5.9	2.1	-1.4	-18.2	6.8	0.4	9.2
Cc1ccc2c(c1)NC(c1cccs1)C1=C(CC(C)(C)CC1=O)N2 (stereo not drawn)	1.17	-16.5	-2.1	-6.7	-2.0	-6.7	20.2	-9.1	4.7
CCS(=O)(=O)N1CCN(c2ccc(C(=O)NC34CC5CC(CC(C5)C3)C4)cc2[N+](=O)[O-])CC1	0.953	4.7	0.1	8.9	-6.9	7.5	-7.0	-8.7	-22.6

Next part, starting with the last 2 of the part before.
mol	mIAP act	mIAP block	MIN6 prolif	TIM10 inh	A3A deaminase	hIAP inh	tim10-1 inh	A3G deaminase	NALP3 yeast inh
Cc1ccc2c(c1)NC(c1cccs1)C1=C(CC(C)(C)CC1=O)N2 (stereo not drawn)	1.17	-16.5	-2.1	-6.7	-2.0	-6.7	20.2	-9.1	4.7
CCS(=O)(=O)N1CCN(c2ccc(C(=O)NC34CC5CC(CC(C5)C3)C4)cc2[N+](=O)[O-])CC1	0.953	4.7	0.1	8.9	-6.9	7.5	-7.0	-8.7	-22.6
COc1cccc2c1CCc1c-2nc2ccccc2c1C(=O)O	0.975	2.5	-4.1	8.5	-0.3	6.1	20.9	3.8	-2.3
CS(=O)(=O)Nc1ccccc1C(=O)N1CCN(c2ccccc2)CC1	1	-0.2	-0.3	0.9	-0.7	1.8	8.7	-3.2	-4.6
O=C(CSc1nnc(Nc2ccccc2)s1)NCCN1C(=O)CSC1=O	0.967	3.3	-2.5	5.1	-0.3	-5.5	8.7	-1.4	2.2
Cn1cccc1CC(=O)N/N=C/c1ccc(Cl)cc1	0.957	4.3	0.3	10.4	-4.0	11.7	14.1	-0.1	9.2
C#CCOCCOCCOCCNc1nc(N2CCN(C(=O)[C@H]([C@@H](C)CC)n3cc([C@@H](N)CC(C)C)nn3)CC2)nc(N2CCN(C(=O)[C@H](Cc3ccc(O)cc3)n3cc([C@@H](N)CC(C)C)nn3)CC2)n1	1.12	-12.4	-4.2	5.9	-0.2	14.1	-14.7	-7.6	7.0
CCOC(=O)C[C@H]1c2ccc(C(F)(F)F)cc2S(=O)(=O)N1C1CCCC1	0.928	7.2	1.6	-10.4	-2.4	-0.9	10.5	-4.7	5.8
